PKA-R2B act – activators of human PKA-R2B complex; P22694+P31323; hit rate 0.079% among 340,000; activation, % at 11.4 µM; PKA-R2B holoenzyme dissociation, Cy5-IP20 fluorescence polarization; R2B truncated from residue 108, S112A mutant; 0% DMSO only, 100% 113 µM cGMP;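 active = activation above a cutoff set at the mean over all compounds plus 3 SD, cut at about 18% in these data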;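 note: higher means more holoenzyme dissociation and a rise in polarization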
OPRM1-OPRD1 inv – inverse agonist of human OPRM1-OPRD1 heterodimerization. hit rate 0.21% among 340,000. cell-based MOR-DOR heterodimer luminescence, inverse agonism. P35372+P41143. inhibition, % at 9.3 µM; in the data active = inhibition above about 22%, passing the limit was not always enough;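 note: 0% = cells with DMSO and 100% = wells without cells with DMSO; values of inactives mirror those of a sister screen read the other way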
Target sequence (P35372 whole entry, looked up): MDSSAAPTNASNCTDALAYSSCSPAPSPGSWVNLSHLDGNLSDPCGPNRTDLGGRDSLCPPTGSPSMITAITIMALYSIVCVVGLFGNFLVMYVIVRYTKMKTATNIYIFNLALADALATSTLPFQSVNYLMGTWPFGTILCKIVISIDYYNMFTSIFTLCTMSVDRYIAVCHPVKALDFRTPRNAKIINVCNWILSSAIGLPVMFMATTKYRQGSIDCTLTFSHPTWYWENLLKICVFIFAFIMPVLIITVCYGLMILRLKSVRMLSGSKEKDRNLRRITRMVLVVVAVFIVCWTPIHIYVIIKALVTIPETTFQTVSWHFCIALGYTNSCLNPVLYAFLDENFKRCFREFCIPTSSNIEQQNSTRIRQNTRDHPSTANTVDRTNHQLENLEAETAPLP
Target sequence (P41143 whole entry, looked up): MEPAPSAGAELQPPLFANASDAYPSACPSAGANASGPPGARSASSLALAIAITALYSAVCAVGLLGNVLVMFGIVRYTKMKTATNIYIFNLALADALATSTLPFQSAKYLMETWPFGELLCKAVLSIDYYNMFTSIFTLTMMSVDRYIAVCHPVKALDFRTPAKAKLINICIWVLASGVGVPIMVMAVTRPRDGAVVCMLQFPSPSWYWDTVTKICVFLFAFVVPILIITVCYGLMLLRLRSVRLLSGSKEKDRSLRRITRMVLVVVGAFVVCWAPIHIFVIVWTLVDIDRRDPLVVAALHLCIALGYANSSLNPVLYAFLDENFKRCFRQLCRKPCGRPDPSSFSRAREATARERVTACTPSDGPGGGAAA
DAGLB inhibitor – diacylglycerol lipase beta (human) inhibition; Q8NCG7; HEK293T DAGLB membrane lysate, EnzChek fluorogenic substrate; inhibition, % at 5.17 µM; hit rate 0.059% among 340,000; in the data active = inhibition above about 34%;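 note: 0% = enzyme with vehicle and 100% = wells lacking enzyme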
Arr AP2 block – inhibitors of human beta-arrestin and AP2 interaction | inhibition, % at 10 µM | FITC-arrestin peptide / GST-AP2 beads, flow cytometry; AP2 beta2 appendage carries R879A mutation | hit rate 0.31% among 340,000;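 active = inhibition above a set limit, near 3 SD of compounds lacking own fluorescence, cut at about 54% in these data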;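 note: plate controls were DMSO wells for no effect and 5 µM unlabelled arrestin peptide for full effect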
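Assay system: GST-AP2 R879A bound to glutathione beads, E. coli-expressed; Medium: PBS with 0.05% Tween 20 and 0.1% BSA; Also added: fluorescein-tagged arrestin peptide at 50 nM final; Timing: 12 min plus 1 h, RT; Measured by: flow cytometry, FL1 (488/535 nm); Evaluation: percent drop in bead-associated FITC signal.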
PKA-R1A act – activators of PKA-R1A complex; P00514+P68181; PKA-R1A dissociation, Cy5-IP20 fluorescence polarization; scaled: DMSO 0%, 113 µM cGMP 100%; activation, % at 11.4 µM; hit rate 0.083% among 340,000;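 active = percent activation above the mean of all tested compounds plus 3 SD, cut at about 19% in these data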;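 note: higher means more PKAc released from R1A so a rise in polarization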
V-ATPase pHluor – regulators of yeast V-ATPase proton transport. S. cerevisiae, pHLuorin cytosolic pH fluorescence. response, % at 10 µM. hit rate 0.37% among 350,000; in the data active = response mostly above about 7.3%, no sharp cut-off; inactive = mostly below about 5.4%; note: actives read high; inactives centre near 0; some compounds called inactive have numbers as strong as hits; reference of the scale not given here
MOR-DOR ag – agonists of human mu-delta opioid receptor heterodimerization | P35372+P41143 | cells, OPRM1-OPRD1 heterodimerization, luminescence | activation, % at 9.3 µM | hit rate 0.3% among 340,000 | AID 504326; in the data active = activation above about 18%;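 note: 0% = vehicle-treated cells and 100% = reference agonist; values of inactives mirror those of a sister screen read the other way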
Pemphigus Ab inh – inhibitors of pemphigus antibody binding to human desmoglein-3 | P32926 | DSG3-coupled beads, scFv-anti-DSG3-GFP binding, flow cytometry; hits give low values | binding (percent of control), % at 10 µM | hit rate 0.48% among 310,000 | AID 588358;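 active = binding more than 3 SD below its plate's average and above zero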;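 note: hits lower antibody fragment binding to DSG3; some compounds called inactive have numbers as strong as hits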
HTR5A ag – counter-screen for OPRM1-OPRD1 agonists: human HTR5A agonism; P47898; HTR5A agonist assay, luminescence, cell-based; activation, % at 9.3 µM; hit rate 0.61% among 340,000; AID 504692; in the data active = activation mostly above about 9.5%, no sharp cut-off; inactive = mostly below about 7.6%;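 note: 0% = cells with vehicle only and 100% = reference agonist; strong numbers were not always called active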
HTR5A inv ctr – counter-screen for OPRM1-OPRD1 inverse agonists: human HTR5A inverse agonism | P47898 | HTR5A cell line, luminescence | hit rate 0.083% among 340,000 | inhibition, % at 9.3 µM; in the data active = inhibition mostly above about 23%, no sharp cut-off; inactive = mostly below about 18%;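 note: 0% = cells with DMSO and 100% = no-cell wells with DMSO; some compounds called inactive have numbers as strong as hits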
* marks the source's active call; other numbers are inactive results; . = not tested or not shown. Hits appear at their usual frequency. Share with any hit: about 2.4%.

SMILES	PKA-R2B act	OPRM1-OPRD1 inv	DAGLB inhibitor	Arr AP2 block	PKA-R1A act	V-ATPase pHluor	MOR-DOR ag	Pemphigus Ab inh	HTR5A ag	HTR5A inv ctr
Cc1ccc(S(=O)(=O)NCc2ccccn2)c(C)c1C	-6	9	-3	2	12	1	-2.0	101	4	-14
COC(=O)C1=C(C)NC(=O)CC1c1ccc(F)c(Br)c1 (configuration not stated)	4	-8	-2	10	1	-1	1.4	121	1	14
Cc1cc(C)c(S(=O)(=O)N2CCOCC2)c(C)c1N(C)S(=O)(=O)c1ccccc1	4	12	-1	-16	-3	-2	-2.1	120	0	-34
CSc1nnc(-c2ccccc2N=Cc2c(C)[nH]n(-c3ccc4ccccc4c3)c2=O)c(=O)[nH]1	6	12	14	5	10	2	-2.4	99	4	-10
CCN(Cc1cccs1)C(=O)CN1C(=O)NC2(CCCc3ccccc32)C1=O (configuration not stated)	-6	8	0	-1	-1	1	-2.1	105	-2	5
Cc1ccc(NC(=S)NCc2ccccc2)cc1C	-8	4	0	20	-1	-4	-0.8	103	4	-9
CNC(=O)c1ccccc1S(=O)c1ccccc1COC(C)=O (configuration not stated)	5	7	-1	27	-13	-1	-1.4	105	0	-5
C[C@H](CO)N1C[C@H](C)[C@@H](CN(C)Cc2cccc(C(=O)O)c2)OCc2cnnn2CCCC1=O	4	.	-4	.	5	-3	.	105	.	.
COc1ccccc1N1CCN(C(=O)CSc2nc3ccccc3o2)CC1	-1	8	-4	49	-19	-1	-1.5	.	4	11
COc1ccc(-c2nnc(SCC(=O)Nc3cc(C)on3)o2)cc1	-5	13	-1	-12	-5	-5	-2.8	115	-4	9

Among those listed so far, these contain a carbonyl joined to an NH by a bond outside any ring:
SMILES	PKA-R2B act	OPRM1-OPRD1 inv	DAGLB inhibitor	Arr AP2 block	PKA-R1A act	V-ATPase pHluor	MOR-DOR ag	Pemphigus Ab inh	HTR5A ag	HTR5A inv ctr
CNC(=O)c1ccccc1S(=O)c1ccccc1COC(C)=O (configuration not stated)	5	7	-1	27	-13	-1	-1.4	105	0	-5
COc1ccc(-c2nnc(SCC(=O)Nc3cc(C)on3)o2)cc1	-5	13	-1	-12	-5	-5	-2.8	115	-4	9

Further entries.
SMILES	PKA-R2B act	OPRM1-OPRD1 inv	DAGLB inhibitor	Arr AP2 block	PKA-R1A act	V-ATPase pHluor	MOR-DOR ag	Pemphigus Ab inh	HTR5A ag	HTR5A inv ctr
COC(=O)CSc1nc(N)c2c3c(sc2n1)CCCC3	-6	3	-2	4	4	0	-0.5	100	-4	-19
COc1ccc(OCC(O)CN(CCO)CC(O)Cn2ccc3ccccc32)cc1 (configuration not stated)	1	-12	2	-10	0	-2	1.8	85	10	8
CCc1cc(=O)oc2cc(C)cc(OC(C)C(=O)NCCCn3ccnc3)c12 (configuration not stated)	2	23	0	-4	-13	2	-4.5	88	3	-18
CCOc1cc(CNn2cn[nH]c2=S)cc(Cl)c1OCc1ccccc1F	-6	-17	-1	7	-7	0	3.2	102	-2	9
CC(=O)c1c(C(C)=O)c(C)n(-c2ccc3ncccc3c2)c1C	0	15	0	-14	-8	2	-3.4	.	-4	5
Cc1ccc(S(=O)(=O)Nc2ccccc2/C=N/c2nc3ccccc3n2C)cc1	-2	-6	6	4	-11	2	1.0	89	3	4
COc1ccc(Br)cc1CN(C)CC(=O)NCCc1ccccc1	-3	2	-18	31	4	3	-0.5	107	2	-6
Cc1ccc(NC(=O)CNCc2ccccc2)cc1Br	2	-23	-7	-3	-8	4	4.4	115	9	-5
O=C(COC(=O)c1cccs1)Nc1nc(-c2ccccc2)cs1	-2	-1	-1	-6	-12	-2	0.1	113	5	-30
CC(=O)c1ccc(NC(=O)CN2C(=O)NC3(CCc4ccccc43)C2=O)cc1 (configuration not stated)	10	14	-2	5	2	2	-3.5	.	-6	7
COc1ccc(/C=N/n2cnnc2)cc1Cn1nc(C)c([N+](=O)[O-])c1C	9	7	-1	0	0	-3	-1.0	109	5	-2
N#Cc1nc(-c2cccs2)oc1NCCCN1CCOCC1	-3	3	1	-10	1	-4	-0.6	100	-2	2
COc1ccc(CNC(=O)CN(Cc2ccc(OC)cc2)C(=O)CCC(=O)Nc2ccccn2)cc1	1	-8	0	-5	-10	1	1.0	101	4	-2
C/C(CC(=O)Nc1ccc2ccccc2c1)=N\NC(=O)c1cnccn1	3	2	0	45	-1	-3	-0.4	124	3	9
CN(C)S(=O)(=O)c1cccc(NC(=O)CSc2cccc3cccnc23)c1	8	3	1	13	-11	3	-0.5	102	3	-7
CC(=O)Nc1ccc(NC(=O)Nc2ccccc2C)cc1	4	10	0	17	-9	-1	-2.0	102	0	7
C[C@@H]1CC[C@]2(C(=O)O[C@@H]3O[C@H](CO)[C@@H](O)[C@H](O)[C@H]3O)CC[C@]3(C)C(=CCC4[C@@]5(C)C[C@@H](O)[C@H](O)[C@@](C)(C(=O)O[C@@H]6[C@H](O)C[C@@]7(C)C(CC[C@]8(C)C7CC=C7[C@H]9[C@](C(=O)O[C@@H]%10O[C@H](CO)[C@@H](O)[C@H](O)[C@H]%10O)(CC[C@@H](C)[C@@]9(C)O)CC[C@]78C)[C@@]6(CO)C(=O)O)C5CC[C@]43C)[C@@H]2[C@]1(C)O (some centres not stated)	-1	2	2	8	-1	3	-0.5	102	4	-17
COc1ccc(Cl)cc1-n1c(=S)sc2c(=O)[nH]c(SCC(=O)NCC3CCCO3)nc21 (configuration not stated)	-2	-8	3	11	-3	-3	1.4	105	-4	12
C=CCNC(=O)c1ccccc1NC(=O)c1ccc(Cl)c(S(=O)(=O)Nc2cccc(C)c2C)c1	7	1	-1	15	-14	-2	-0.2	87	-3	-13
CCOC(=O)C1=C(C)N(c2ccc(OCC)cc2)C(=O)/C1=C\c1ccco1	-2	1	0	8	5	2	-0.1	104	-1	2
COC(=O)C1CCN(C(=O)COC(=O)c2ccc(=O)n(Cc3ccccc3)n2)CC1	-1	10	-1	4	-7	0	-1.5	93	1	-4
O=S(=O)(O)Sc1ccccc1	-2	.	-2	.	14	2	.	105	.	.
Cc1ccc2cc(CCNC(=O)Cc3cccs3)c(=O)[nH]c2c1	5	12	2	3	0	-1	-2.0	105	-3	9
CCOC(=O)CCc1c(C)nc(SCCCn2c(=O)[nH]c3ccccc32)c(C#N)c1C	-13	9	-6	-5	-8	-3	-1.5	89	-3	1
CC(=O)C1=C(C)NC(=O)NC1c1ccc(OC2CCCC2)cc1 (configuration not stated)	-5	11	2	-1	3	-1	-2.2	96	3	-8
O=C1C=CC(O)C2(CO)OC12 (configuration not stated)	1	.	-4	.	0	-4	.	101	.	.
COCc1nnc(NC(=O)c2ccc(S(=O)(=O)N3CCCc4ccccc43)cc2)o1	6	6	4	-1	-4	3	-0.8	91	-5	12
O=C(c1ccc([N+](=O)[O-])cc1)N1CCN(c2ncccn2)CC1	-5	23	-5	-26	2	-2	-4.3	114	4	3
C#CCOC(=O)CN1C(=O)c2cccc3cccc(c23)C1=O	9	9	-3	35	-8	2	-1.9	102	-4	14
CC(Oc1cccc(Br)c1)C(=O)N1CCCN(C)CC1 (configuration not stated)	-6	4	-2	1	-7	3	-0.7	.	1	-8
COc1cc(C(=O)Nc2c(C)cc(C)cc2C)c([N+](=O)[O-])cc1OC	2	4	-2	12	-2	-1	-0.7	92	-2	7
N#Cc1c2n(c3c(=O)n(Cc4ccccc4)cnc13)CCCC2	-8	10	0	35	-3	-4	-1.8	99	5	16
Cc1cc(Cl)ccc1C(=O)C1CCCN(C(=O)c2cncs2)C1 (configuration not stated)	4	8	-3	10	-7	5	-1.5	.	1	-14
CC(C)(C)OC(=O)Nc1ncnc2c1ncn2C1OC(CO)C2OC(C)(C)OC21 (configuration not stated)	4	9	-1	3	-3	0	-1.6	110	0	6
Cc1cc(NC(=S)N(Cc2ccc(Cl)cc2)Cc2ccc(C(=O)O)cc2)ccc1Cl	8	8	6	6	-14	0	-1.6	108	0	-13
CC(=O)Nc1cccc(S(=O)(=O)N2CCCCCC2)c1	0	9	0	-5	-7	2	-1.9	99	2	11
NC(=O)CCS(=O)(=O)c1ccc(Cl)cc1	-3	2	-2	20	-15	-2	-0.3	.	3	2
Cc1ccc(S(=O)(=O)N2CCCCC2)cc1NC(=O)Cc1c[nH]c2ccccc12	-7	8	-2	-5	-3	0	-1.3	101	2	-4
Cc1nc(SCC(=O)N2CCNC2=O)c(C#N)c(C)c1C	-3	.	-2	.	-13	0	.	107	.	.
Cc1ccc(NC(=S)NN2CCOCC2)c(C)c1	-11	9	-4	-3	-9	2	-1.6	102	2	-35
COc1ccc(CC(=O)OCC(=O)NC(=O)NC(C)C)cc1	1	7	-3	3	0	0	-1.4	100	2	6
CC(=O)c1cccc(NC(=O)COC(=O)C2CCCN2C(=O)c2cccs2)c1 (configuration not stated)	-5	11	-3	18	3	-2	-2.0	97	-2	7
Cc1cc(C)c(C#N)c(SCC(=O)Nc2cccc(S(=O)(=O)N3CCCC3)c2)n1	-8	-77	0	-4	-5	-2	12	103	15*	-45
COc1ccc(OC)c(NC(=O)C(CC(C)C)NC(=O)C2CCCCC2)c1 (configuration not stated)	12	3	-3	44	4	-5	-0.6	98	-1	28
CN(CCc1cnn(C)c1)Cc1cn[nH]c1-c1ccc(-c2ccccc2)cc1	1	17	-2	5	5	0	-3.4	100	-1	3
N#C/C(=N\Nc1ccc(S(=O)(=O)N2CCCCCC2)cc1)C(N)=S	-5	21	16	35	4	6	-3.9	100	1	-3
COc1ccc(C(C)=O)cc1COC(=O)CCC(=O)c1cccs1	1	11	-3	27	7	1	-2.9	100	-4	7
Cc1ccc(C(=O)NCCCNC(=O)c2cccnc2)cc1	-8	9	0	3	2	-5	-1.4	.	0	0
Cc1ccc(NC(=O)CSc2ccc(-c3ccc(-n4cccn4)cc3)nn2)c(C)c1	-7	15	-2	-14	-12	0	-2.6	103	1	-4
Cn1nnnc1SCCNCc1ccccc1OCc1ccc(Cl)cc1	3	11	-1	3	-16	-2	-2.2	83	1	0

The results go on:
SMILES	PKA-R2B act	OPRM1-OPRD1 inv	DAGLB inhibitor	Arr AP2 block	PKA-R1A act	V-ATPase pHluor	MOR-DOR ag	Pemphigus Ab inh	HTR5A ag	HTR5A inv ctr
COc1cccc2sc(N3CCN(C(=O)c4cccs4)CC3)nc12	-9	5	1	-4	5	2	-0.8	101	3	-8
O=C(NNC(=O)c1cc(Cl)ccc1O)c1ccc(NS(=O)(=O)c2cccs2)cc1	1	29	13	-11	-2	-8	-5.9	102	-2	-11
CC(C)C(c1nnnn1C1CCCCC1)N1CCN(C(=O)c2ccco2)CC1 (configuration not stated)	3	7	0	-5	15	2	-1.3	107	1	-3
CN(Cc1ccccc1F)C(=O)c1ccc(NS(=O)(=O)c2ccc3[nH]c(=O)[nH]c3c2)cc1	7	-12	-1	10	1	0	2.1	114	7	-19
COc1cc(C(=O)N(Cc2ccc(C)o2)C2CCS(=O)(=O)C2)cc(OC)c1OC (configuration not stated)	-3	24	0	5	-8	-1	-4.7	102	3	9
O=C(C(NS(=O)(=O)c1cccc2nsnc12)c1ccccc1)N1CCN(c2ccccn2)CC1 (configuration not stated)	-4	14	0	1	10	-1	-2.7	105	2	2
